Source: PubChem BioAssay
NCI-60 one-dose screen, 48 h, at 10 µM unless noted. Numbers give growth in % (100 = growth as untreated, 0 = no growth, -100 = all killed).
HL-60(TB) – HL-60(TB) leukemia cells. AID 1794776. 9% of 78,000 active; active = growth percent below 10
* marks the source's active call; other numbers are inactive results; & = joins results of further samples. An excerpt (hit frequency here may not be typical).

SMILES	HL-60(TB)
COC(=O)[C@]12CC[C@@H](C)[C@H](C)[C@@H]1C1=CC[C@@H]3[C@@]4(C)C=C(O)C(=O)C(C)=C4CC[C@@]3(C)[C@]1(C)CC2	4.1*
COc1cc(/C(C#N)=C/c2nc3c(N4CCOCC4)nc(Cl)nc3n2C)cc(OC)c1OC	-29*
CCSC(=O)n1ncc2cc(Cl)ccc21	106
CN(C)c1nc(NCCNS(=O)(=O)c2ccc(C3=Nc4c(N)nc(N)nc4NC(c4ccc(F)cc4)C3)cc2)nc(N2CCOCC2)n1 (configuration not stated)	61
CCOc1ccccc1I	96
C[C@]12CC[C@H]3[C@@H](CCC4=CC(=O)CC[C@@]43C)[C@@H]1[C@@H](O)C[C@@H]2C(=O)CO	94
CCCC(CO)(CO)CO	99
COc1cc(-c2[nH]ncc2Nc2ccc(Cl)cc2)cc(OC)c1OC	42
CCc1ccnc2c(C#N)c(NC(=O)c3ccccc3)nn12	106
CCOC(=O)C(NC(=O)c1ccccc1)C(=O)OCC	103
CC1=CC(=Nc2cc(Cl)c(O)c(Cl)c2)C=CC1=O	102
Nc1n[nH]c2cc(F)c([C@@H]3Nc4c(F)cc5[nH]ncc5c4[C@H]4C5CCC(C5)[C@@H]34)cc12 (some centres not stated)	-30*
Cc1ccc(C)c(S(=O)(=O)NC2c3ccccc3Oc3ccccc32)c1	87
COc1ccc(-c2n[nH]c(=S)n2-c2cccnc2)cc1	104
Cc1cccc(-n2c(C)nc3ccc(N4CCNC4=O)cc3c2=O)c1	102
N#Cc1c(Cl)cccc1Cl	100
COc1ccc(Nc2cc(Cl)ccc2C(=O)O)cc1	104
CC(C)(C)NC(N)=O	107
CCOc1ccccc1C=C(C#N)C#N	112
N#Cc1c(N)nc2c(nnn2-c2cccc(Br)c2)c1N	96
COc1ccc(C=O)cc1OC	111&102
COc1ccc(-c2cc(-c3ccc(N(C)C)cc3)nc(NC(=O)c3cccnc3)n2)cc1	109
[C-]#[N+]c1c(-c2cc(OC)c(OC)c(OC)c2)cc(-c2ccc(N)cc2)nc1N	92
NNC(=O)C(N)=O	116
CCOC(=O)C/C(=C\c1ccccc1)C(C)=O	99
O=c1[nH]c(NCCO)nc2sc3c(c12)CCCC3	119
O=C(CO)NCCO	63
CS(=O)(=O)c1ccc(-n2nc(-c3ccc(F)cc3)c3ccccc3c2=O)cc1	87
Cc1ccc(-c2cc(-c3ccccc3C)[nH]c(=O)c2C#N)s1	80
COc1cc(/C=N/NC(=O)COc2cc(=O)[nH]c3cc(C)ccc23)cc(OC)c1OC	103
Cc1ccc(C2CC(c3ccc(Nc4ccnc5cc(Cl)ccc45)cc3)=NN2C=O)cc1 (configuration not stated)	9.4*
OC(c1ccc2ccccc2n1)c1c(Cl)cccc1Cl (configuration not stated)	96
O=C(Nc1ccc(-c2cc(C(=O)Nc3ccccn3)c3ncccc3n2)cc1)Nc1cc(C(F)(F)F)cc(C(F)(F)F)c1	70
Nc1ncnc2nc(N3CCCCC3)[nH]c12	98
Nc1c(C(=O)Nc2cccc(Br)c2)sc2nc3c(cc12)C(=O)CCC3	50
COP(=O)(Oc1ccccc1)Oc1ccccc1	102
CCn1cc(C(=O)NN2C(=O)c3ccccc3C2=O)c(=O)c2ccc(C)nc21	103
Clc1ccc(-c2ccc(-n3ccnc3)nn2)cc1	120
CN(Cc1ccccc1)c1nc(Cl)c(C2CC(c3ccc(Cl)cc3)=Cc3[nH][nH]c(=O)c32)s1 (configuration not stated)	104
CC(=O)N1N=C(c2ccc(Br)cc2)CC1c1sc(N(C)Cc2ccccc2)nc1Cl (configuration not stated)	105

Of the compounds above, these have an aryl methoxy group.
SMILES	HL-60(TB)
COc1cc(/C(C#N)=C/c2nc3c(N4CCOCC4)nc(Cl)nc3n2C)cc(OC)c1OC	-29*
COc1cc(-c2[nH]ncc2Nc2ccc(Cl)cc2)cc(OC)c1OC	42
COc1ccc(-c2n[nH]c(=S)n2-c2cccnc2)cc1	104
COc1ccc(Nc2cc(Cl)ccc2C(=O)O)cc1	104
COc1ccc(C=O)cc1OC	111&102
COc1ccc(-c2cc(-c3ccc(N(C)C)cc3)nc(NC(=O)c3cccnc3)n2)cc1	109
[C-]#[N+]c1c(-c2cc(OC)c(OC)c(OC)c2)cc(-c2ccc(N)cc2)nc1N	92
COc1cc(/C=N/NC(=O)COc2cc(=O)[nH]c3cc(C)ccc23)cc(OC)c1OC	103

Later entries.
SMILES	HL-60(TB)
c1cc(C2OCCO2)cs1	102
O=C1NC(=S)S/C1=C\c1ccc(Cl)cc1	70
NCCC[C@H](N)CC(=O)NC1CNC(=O)[C@H]([C@H]2C[C@H](O)N=C(N)N2)NC(=O)/C(=C/NC(N)=O)NC(=O)[C@H](CO)NC(=O)[C@H](CO)NC1=O (some centres not stated)	93
CC(=O)[C@H]1CC[C@H]2[C@@H]3C[C@@H](O)C4=CC(=O)CC[C@]4(C)[C@H]3C(=O)C[C@]12C	100
CCOC(=O)c1c(C)nc2c(c(C)c(Cl)n2Cc2ccccc2)c1N	88
Cc1ccc(-c2nc(N3CCCN(C(=O)Nc4ccccc4)CC3)c3ccccc3n2)cc1	99
Cc1ccc(C(C(=O)NC2CCCCC2)N(Cc2ccccc2Cl)C(=O)c2ccc(CN3CCOCC3)o2)o1 (configuration not stated)	85
C/C(=N\O)c1ccc(OC(=O)c2cc(-c3ccc(S(C)(=O)=O)cc3)nc3ccccc23)cc1	96
CC1=CC(=O)C2=C(C)CC(OS(=O)(=O)c3ccc(C)cc3)[C@@H]3[C@H](OC(=O)[C@@H]3C)[C@@H]12 (some centres not stated)	94
O=S(=O)(Nc1ncccn1)c1ccc(-n2c(-c3ccc(Br)cc3)nc(-c3ccccc3)c2-c2ccccc2)cc1	41
CCN1CCN(c2cc(C)nc(NCc3cc(Nc4ccnc5cc(Cl)ccc45)ccc3F)n2)CC1	96
O=C1CCCN1C1CCN(Cc2ccc(Cl)cc2)c2ccccc21 (configuration not stated)	91
CC1(c2cccc(N)c2)OCCO1	103
Cc1nn(-c2ccccc2)c(-n2ccnc2)c1/C=N/Nc1nc(-c2ccc(C#N)cc2)cs1	68
C[C@]12CC[C@@H]3c4ccc(O)cc4C[C@@H](O)[C@H]3[C@@H]1CC[C@@H]2O	101
Cc1ccccc1NC(N)=S	78
O=c1[nH]c2cc(Cl)c(Cl)cc2n2cc3cccnc3c12	104
CCOc1ccc2[nH]c(=S)sc2c1	79
CCOC(=O)C1=C(c2ccccc2)N=C2SC=C(c3cccc([N+](=O)[O-])c3)N2C1c1ccc(Br)cc1 (configuration not stated)	69
CCCCC[n+]1ccc(SCC(=O)N(C)c2ccccc2Br)c2ccccc21	108

2 consecutive records from above, quoted:
SMILES	HL-60(TB)
CCOC(=O)C1=C(c2ccccc2)N=C2SC=C(c3cccc([N+](=O)[O-])c3)N2C1c1ccc(Br)cc1 (configuration not stated)	69
CCCCC[n+]1ccc(SCC(=O)N(C)c2ccccc2Br)c2ccccc21	108

The results go on:
SMILES	HL-60(TB)
O=C1/C(=C/c2ccc(OCc3cccc(Cl)c3)cc2)Oc2cc(O)ccc21	44
Cc1cccc(NC(=O)/C(=C/N2C(=O)SCC2=S)N2CCOCC2)c1C	98
O=C(O)c1nn(Cc2ccc(Cl)cc2Cl)c2ccccc12	99
C1=CN2CC(c3ccccc3)=NNC2c2ccccc21 (configuration not stated)	82
CCN1C(=O)N(CC)C2Nn3c(s/c(=C4\C(=O)N(C5CCCC5)c5ccccc54)c3=O)=NC21 (configuration not stated)	30
COc1ccc2oc3c(C)c4c(c(C)c3c2c1)C(=O)N(CCO)C4=O	96
C#CCN1C(=O)c2cccc3c(-c4ccc5c(c4)ncn5C4CCCCC4)ccc(c23)C1=O	86
C[N+]1(CCCCC[N+]2(C)CCCC2)CCCC1	110
COc1ccc(-c2cc(-c3ccc(N(C)C)cc3)nc(NC(=O)c3ccncc3)n2)cc1	113
Cc1nc(O)cc(=O)[nH]1	97
O=C(/C=C/c1ccccc1)c1ccc(F)cc1	114
C=C(C)COC(OCC(=C)C)C(C)C	84
CCC1=C(OS(C)(=O)=O)COC1=O	87
Cc1cc(O)c(C2=NN(c3ccc(S(N)(=O)=O)cc3)C(c3cccc(O)c3)C2)cc1Cl (configuration not stated)	88
CC1(c2ccccc2)NC(=O)N(CC(=O)Nc2ccc(C(=O)/C=C/c3ccc(Br)cc3)cc2)C1=O (configuration not stated)	21
O=c1[nH]cnc(O)c1Cl	93
O=C(Nc1cc(C(F)(F)F)cc(C(F)(F)F)c1)Nc1ccc(Cl)cc1C(=O)O	93
CCOC(=O)c1c(C)nn(-c2ccc(F)cc2)c1NC(=S)Nc1ccccc1	88
NC(=S)Nc1ccccc1	108
O=Cc1cc(Cl)cc(Cl)c1O	87

Gathered by group: the compounds so far containing two or more sulfur atoms (3)
SMILES	HL-60(TB)
O=C1NC(=S)S/C1=C\c1ccc(Cl)cc1	70
CCOc1ccc2[nH]c(=S)sc2c1	79
Cc1cccc(NC(=O)/C(=C/N2C(=O)SCC2=S)N2CCOCC2)c1C	98

(continued)
SMILES	HL-60(TB)
N#Cc1cnn(C2=NC(c3cccc([N+](=O)[O-])c3)c3sc4ccc(Cl)cc4c3N2)c1N (configuration not stated)	106
CCCCC(=O)c1ccco1	103
COc1cc(/C=C/C(=O)N2CCCCCC2)cc(OC)c1OC	122
COc1ccc2c(c1)oc1c3[nH]c4ccccc4c3c3c(c21)C(=O)NC3=O	94
N=C1SC2C(=NC(=S)NC2c2ccc(O)cc2)N1c1nccs1 (configuration not stated)	65
Nc1nc(N)nc(-c2ccc([N+](=O)[O-])o2)n1	111
COc1cc2c(/C=C3/C(=O)Nc4ccc(O)cc43)c(Cl)n(Cc3cc(OC)c(OC)c(OC)c3)c2cc1C	-34*
O=C(CCn1cc[n+](CC(=O)c2ccccc2)c1)Nc1cccc2cccnc12	70
CC(C)CCC[C@@H](C)[C@H]1CC[C@H]2[C@@H]3C/C(=N\OC(=O)c4ccc(N(CCCl)CCCl)cc4)C4=CC(=O)CC[C@]4(C)[C@H]3CC[C@]12C	89
CC(=O)Oc1ccc(OC(C)=O)c2ccccc12	-17*
CCCCOC(=O)c1ccc(Cl)c(Cl)c1	104
CCOC(=O)c1ccc2nc(-c3c(C)nn(-c4ccccc4)c3N3CCCC3)[nH]c2c1	106
O=C(O)COc1c(Cl)c(Cl)c(Cl)c(Cl)c1Cl.[Cu+2]	101
CC(=O)Nc1ccc2c(c1)C(=Nc1ccccc1)c1ccccc1-2	66
CN(Cc1ccccc1)C(=O)Nc1c(Cl)cccc1Cl	89
CCCCC(O)C(F)(F)Cl (configuration not stated)	91
Cc1ccccc1-c1cc(-c2ccc(F)cc2)c(C#N)c(=O)[nH]1	96
Nc1nc(Cl)cc(Nc2ccccc2Cl)n1	109
COc1cc(CNC(=O)Cc2ccccc2)ccc1OCc1cn(-c2ccccc2[N+](=O)[O-])nn1	112
CC1(C)C(=O)/C(=C\c2ccccn2)C[C@]2(C)[C@H]3CC[C@@H]4[C@@H](C(=O)/C=C/c5ccccn5)CC[C@@]4(C)[C@]3(C)CC[C@@H]12	-14*
COc1cc2c(c(OC)c1C(=O)CC(O)c1ccccc1)C=CC(C)(C)O2 (configuration not stated)	95
C=CCN1C(=O)/C(=C/c2cccs2)SC1=Nc1ccc(Cl)c(Cl)c1	108
Cc1ccc(S(=O)(=O)Nn2c3c(cc(-c4nc5ccccc5s4)c2=O)CCCCCC3)cc1	102
COc1ccc(/C=C/c2nnc(/C=C/c3ccc(OC)c(OC)c3)o2)cc1OC	12
COc1ccc(C(=O)N2c3ccccc3Sc3ccccc32)c(C(F)(F)F)c1	2.0*
O=C(CCBr)OCCc1ccccc1	100
COc1ccc2cc(OC)ccc2c1	93
COc1cc2c(=O)n(CCN)c3c4cc5c(cc4ccc3c2cc1OC)OCO5	-65*
Cc1ccc2c(n1)C(=O)C(Cl)=C(Nc1ccc(S(=O)(=O)Nc3cc(C)on3)cc1)C2=O	96
c1cnc2[nH]cc(-c3csc(-c4c[nH]c5ncccc45)n3)c2c1	101
N#Cc1c(N2CCNCC2)[nH]n(C2=Nc3ccccc3Sc3ccccc32)c1=O	60
COC(=O)c1ccc(-n2cc(CCCOS(=O)(=O)c3ccc(F)cc3)nn2)cc1	100
O=C(/C=C/c1ccccc1)CC(c1ccccc1)N1CCOCC1 (configuration not stated)	71
Cc1nc2ccc(Br)cn2c1-c1nnc(SCc2ccccc2[N+](=O)[O-])o1	104
CC1CN(Cc2ccccc2)C(=O)N(c2ccccc2)C1=O (configuration not stated)	61
CCOC(=O)c1ccc2c(c1)c1c(C)c3ccncc3c(C)c1n2C	3.9*
CCOC(=O)c1c(SC)nn(-c2cc(=O)[nH]c3ccc(Cl)cc23)c1N	109
N#CCCCCOCCCCC#N	112
Cc1ccc(C(=O)c2ccc(CC(=O)N/N=C/c3cccc(O)c3O)n2C)cc1	4.1*
CCCCOc1nc2ccc(C)cc2cc1/C=C/c1cc(/C=C/c2cc3cc(C)ccc3nc2OCCCC)n(-c2ccccc2)n1	101
NCCC(=O)Nc1nc2c(s1)C[C@@H](NC(=O)c1cc(Cl)c(Cl)[nH]1)CC2	92
O=C(N1c2ccc(F)cc2[C@H]2[C@H]3OO[C@@H](C[C@H]2[C@H]1c1ccccc1F)O3)C(F)(F)F	97
C#C[C@]1(O)CC[C@H]2[C@@H]3CC=C4C[C@@H](OC(=O)CCC5CCCCC5)CC[C@]4(C)[C@H]3CC[C@@]21C	99
Cc1cc2c3c(cccc3c1)C(=O)c1ccccc1-2	101
COc1ccc(-c2cc(-c3cccs3)n3nc(Nc4ccccc4)c(-c4nc5ccccc5s4)c3n2)cc1	98
N#C/C(=C/NC(=S)Nc1ccccc1)C(N)=O	99
COc1cc(-c2nc(N=Nc3c(O)[nH]c4ccc(C)cc34)[nH]c(=O)c2C#N)cc(OC)c1OC	101
Cc1ccc(S(=O)(=O)NCCCNc2nccc(-c3[nH]c(-c4ccccc4)nc3-c3ccc(Cl)c(O)c3)n2)cc1	103
CCOC(=O)C1CCC1C(=O)OCC (configuration not stated)	107
CC(C)=CCC1=C(O)COC1=O	75
C=CCc1nc2ccccc2s1	105
CC(c1ccccc1)N1C(=O)/C(=C2\SC(=S)N(C(C)c3ccccc3)C2=O)SC1=S (configuration not stated)	101
